HCV inhibitor: HCV inhibition | AID 651820 | Huh7.5.1 HCVcc-Cre infection, luciferase reporter, 44 h | 3.4% of 340,000 active | Potency, µM (top dose mostly 41.8 µM), inactives show at the highest dose activity change, negative = inhibition, usual class: inhibitors; also: potency is read from the fitted curve at half-maximal effect; % is scaled to controls: 0 for no effect and ±100 for the full control effect
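Seed cells (1,000/well) for 4 h; treat with compound and infect with HCVcc-Cre, moi about 0.5. Incubate 44 h, then detect luciferase activity.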
Shiga inhibitor: blocks Shiga toxin action in Vero cells. Vero cells, Shiga toxin protein synthesis inhibition reporter. inhibition, % at 38.7 µM. 9.2% of 290,000 active. AID 2315; in the data active = inhibition mostly above about 28%, no sharp cut-off; inactive = mostly below about 43%; also: 0% is about no effect
LmPK inh: inhibitors of Leishmania mexicana pyruvate kinase; Potency, µM (series often up to 57.5 µM), without a hit: at the top dose activity change, negative = inhibition, usual class: inhibitors; Q27686; 0.37% of 290,000 active; purified LmPK, Kinase-Glo ATP luminescence, 1 h; also: potency is read from the fitted curve at half-maximal effect; % is scaled to controls: 0 for no effect and ±100 for the full control effect
Target sequence (Q27686 whole entry, looked up): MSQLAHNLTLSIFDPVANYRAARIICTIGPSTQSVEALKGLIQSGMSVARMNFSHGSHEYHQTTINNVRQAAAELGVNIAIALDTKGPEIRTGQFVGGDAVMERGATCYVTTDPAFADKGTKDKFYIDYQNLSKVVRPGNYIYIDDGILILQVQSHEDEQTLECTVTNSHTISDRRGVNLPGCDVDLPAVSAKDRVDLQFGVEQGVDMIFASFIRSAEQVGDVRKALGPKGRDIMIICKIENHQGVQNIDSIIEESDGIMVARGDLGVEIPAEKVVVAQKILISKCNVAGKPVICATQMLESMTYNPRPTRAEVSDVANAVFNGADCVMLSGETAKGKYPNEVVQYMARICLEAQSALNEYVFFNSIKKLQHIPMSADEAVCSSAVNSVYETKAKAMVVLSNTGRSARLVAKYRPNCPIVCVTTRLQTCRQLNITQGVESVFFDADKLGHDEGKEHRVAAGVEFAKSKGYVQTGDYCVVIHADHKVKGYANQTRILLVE
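0.1 nM LmPK, 0.5 mM PEP, 0.1 mM ADP; 50 mM imidazole pH 7.2, 7 mM MgCl2, 50 mM KCl; 1 h RT. Kinase-Glo luminescence readout, normalized to no-enzyme (full inhibition) and uninhibited wells.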
Cycloheximide cs: affects cycloheximide protein synthesis inhibition readout, counter-screen. cell reporter, cycloheximide protein synthesis inhibition counterscreen. max response, %. 12% of 300,000 active. AID 2314; in the data active = max response mostly above about 13%, no sharp cut-off; inactive = mostly below about 14%; also: read at 38.3 µM for the half of the compounds with a filed dose; 0% is about no effect
Tb PYK inh: T. brucei pyruvate kinase inhibition | Q57TT1 | TbPYK enzyme, Kinase-Glo Plus ATP luminescence, 45 min | Potency, µM (doses to about 76.8 µM), inactives show at the highest dose activity, negative = inhibition, most hits filed as inhibitors | 0.12% of 410,000 active | AID 624173; also: potency is read from the fitted curve at half-maximal effect; % is scaled to controls: 0 for no effect and ±100 for the full control effect; nearly all actives have a fitted effect of over 50% in size
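In this concentration-response screen, enzyme-free wells defined baseline while DMSO plates tracked drift. Each reaction combined TbPYK, substrate, compound and 130 uM ADP for 45 min at room temperature. Kinase-Glo Plus luminescence gave the signal.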
Pf growth 96h: inhibits malaria parasite growth, 96 h | P. falciparum luciferase reporter growth, 96 h | Potency, µM (highest dose often 28.7 µM), inactives show top-dose activity change, negative = inhibition, usual class: inhibitors | 6.9% of 320,000 active; also: potency is read from the fitted curve at half-maximal effect; % is scaled to controls: 0 for no effect and ±100 for the full control effect
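Cell-based qHTS: luciferase-tagged P. falciparum in erythrocytes (2% hematocrit, 0.05% parasitemia final) incubated with compounds for 96 hours, 37 C, 5% CO2; luciferase detection reagent then added and luminescence measured.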
Pf growth 48h: inhibits P. falciparum growth in the first generation, 48 h; AID 504832; P. falciparum luciferase growth in erythrocytes, 48 h; 5.9% of 310,000 active; Potency, µM (series often up to 28.7 µM), for inactives: top-dose activity change, negative = inhibition, most hits filed as inhibitors; also: potency is read from the fitted curve at half-maximal effect; % is scaled to controls: 0 for no effect and ±100 for the full control effect
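Luciferase-expressing parasites in RBCs, 2% Hct / 0.1% parasitemia final; RPMI 1640 + 0.5% Albumax; 37 C, 5% CO2, one generation; luminescence read-out, lower signal = inhibition.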
The depositor's hits bear a star; ? = inconclusive; . = not tested or not shown; [ ] = another dose, or the depositor's remark. Unless noted, calls follow the shape of the dose curve; as a rule, active = well fitted curve in the direction sought with a large enough effect; inconclusive = small, poorly fitted or top-dose-only effect, or another doubt; inactive = no such curve, though single readings can be large; an effect the other way counts as inactive or inconclusive.

Each structure is followed by: HCV inhibitor, Shiga inhibitor, LmPK inh, Cycloheximide cs, Tb PYK inh, Pf growth 96h, Pf growth 48h
CCC(=O)N(c1nnc(SCC(=O)NN2C(=O)NC3(CCC(C)CC3)C2=O)s1)C1CC1 (configuration not stated)
→ 6.2%, ., ., ., -8.3%, 11.6%, 6.1%
O=C(N/N=C\c1ccc(-c2ccc(Cl)c(Cl)c2)o1)C(=O)N1CCCC1
→ 3.3%, -9.8, 2.0%, -1.4, -2.0%, 45.9%[activator], 13.8%
COc1ccc(NC(=O)C(=O)NCCC2CCCCN2S(=O)(=O)c2ccccc2)cc1 (configuration not stated)
→ ?, ., ., ., -12.9%, ?, -30.0%
O=[N+]([O-])c1cccc(S(=O)(=O)N2CCCC2)c1
→ 23.8%, -17.9, 5.7%, 11.8, 3.3%, -5.3%, 6.6%
Cc1c(NC2=C(Cl)C(=O)N(c3ccccc3Cl)C2=O)c(=O)n(-c2ccccc2)n1C
→ 0.5%, 27.3, 2.6%, 5.5, -27.1%, -24.6%, -6.6%
Cc1cc(/C=C2/C(=N)N3C(c4ccccc4)=CSC3=NC2=O)c(C)n1-c1ccccc1
→ -29.6%, -6.3, 2.6%, 19.9*, -4.6%, 0.0%, 18.8%
Cc1ccc(NC(=O)C2CCCN2C(=O)NC2CCCCC2)cc1 (configuration not stated)
→ 12.6%, -2.6, 2.8%, -1.2, -2.5%, ?, 39.0%[activator]
COc1cc(OC)c2ccc(=O)oc2c1C(CC(=O)N1CCCC(C)C1)c1ccc2c(c1)OCO2 (configuration not stated)
→ -13.3%[8.37 µM], -9.2, 3.5%, -1.3, 0.0%, ?, ?
COc1ccc(OCCCC(=O)OCC(=O)c2ccc3c(c2)NC(=O)CO3)cc1
→ 5.6%, ., ., ., -3.4%, 0.0%, 4.6%
CCOC(=O)CSCc1nc(-c2ccc(Cl)cc2)oc1C
→ -4.1%[8.37 µM], -4.4, -0.5%, -1.1, 3.1%, 11.5%, 12.7%
COc1ccc(-c2nc3ccccc3nc2-c2ccc(OC)cc2)cc1
→ ?, -1.6, -2.0%, -3.7, -4.9%, -36.0%, ?
Cc1cc(C)c(NC(=O)COC(=O)COc2ccc3c(C)cc(=O)oc3c2)c(Cl)c1
→ 9.2%, ., ., ., 3.2%, 21.1%, 10.9%
Cc1ccc(S(=O)(=O)N2CCOCC2)cc1NC(=O)C1=NN(c2ccccc2)C(=O)CC1
→ 9.4%, -3.4, -3.4%, 0.3, -2.1%, ?, ?
N=C(N)SCc1nc2ccccn2c1Br
→ ?, -6.9, -0.5%, -4.4, -8.0%, ?, ?
CCSc1cc(N2CCCC2)nc(-c2ccc(Cl)cc2)n1
→ 5.5%, ., ., ., -3.5%, 30.8%[activator], 14.6%
COC(=O)C(C)N(C#N)c1nc(C)nc(C)n1 (configuration not stated)
→ 4.1%, 4.7, -0.1%, -1.6, 4.8%, ?, -10.8%
O=c1[nH]nc2n1CCCCC2
→ 18.9%, -19.9, -8.5%, -8.4, 4.5%, ., -3.6%
O=[N+]([O-])c1ccc(O)c(NC(=S)Nc2ccccc2)c1
→ -9.7%, 44.7, -3.6%, 37.2*, -12.5%, ., 62.0%[activator]
CC(=O)N[C@@H](C)C(=O)N1CCC(n2nccc2NC(=O)CCCc2ccccc2)CC1
→ 5.2%, 57.5*, 5.2%, 24.6*, -6.8%, -4.7%, -2.4%
CC(C)(Oc1ccc(CCNC(=O)c2ccc(Cl)cc2)cc1)C(=O)O
→ 7.1%[8.37 µM], -8.9, 7.9%, -2.2, -11.3%, 8.2%, 0.9%
COc1ccc(N(CC(=O)N2CCC(C(N)=O)CC2)S(=O)(=O)c2ccccc2)cc1
→ -7.6%, -10.7, 4.5%, 8.3, 0.0%, -25.6%, 2.8%
Cc1cc(C)nc(N2CCCC(C(=O)Nc3cccc(Cl)c3)C2)n1 (configuration not stated)
→ -7.3%, 6.9, 1.9%, -8.9, -6.5%, -3.9%, ?
O=C(COc1ccc2c(c1)oc(=O)c1ccccc12)N[C@@H](Cc1ccccc1)C(=O)O
→ 4.2%, -10.7, -4.5%, -3.8, 0.3%, 5.8%, 28.9%
Cc1nc2ccc(NC(=O)N3CCOCC3)cc2s1
→ 11.0%, 44.5, 8.9%, 13.5, 2.2%, ., 17.3%
COc1ccc(N2C(=S)NC3N2C(=S)NC3(C)c2ccccc2)cc1 (configuration not stated)
→ 7.2%, 55.6*, -7.1%, 36.8*, -14.6%, 110.2%[activator], 224.2%[activator]
Cc1c(/C=N/NC(=O)C2(O)c3ccccc3-c3ccccc32)cnn1C
→ -0.7%, 8.5, -0.3%, -1.8, -0.4%, -1.6%, ?
COc1ccccc1NC(=O)/C(=C/c1cccs1)NC(=O)c1ccco1
→ -1.6%, -1.7, -4.4%, -3.4, 4.7%, 25.9%, 19.8%
O=C(O)c1cn(Cc2ccccc2)nc1-c1cccnc1
→ -0.7%, 8.6, 2.3%, 4.4, 5.1%, 0.9%, 3.2%
Cc1cc(N=Nc2ccccc2C(=O)O)c(C)c(C)c1O
→ 0.6%, 37.0, -13.9%, 7.5, 4.0%, 4.2%, 6.3%
O=C(CN1CCN(c2ccccc2O)CC1)Nc1cc(S(=O)(=O)N2CCCC2)ccc1Cl
→ 11.2µM*, ., ., ., 2.3%, 3.29µM*, 4.15µM*
CCOCCCNC(=O)c1cn(CC(C)C)c(=O)c2cc(OC)c(OC)cc12
→ -2.9%, 1.9, 8.1%, -1.7, -0.2%, ?, 1.6%
O=C(c1cccc(C(F)(F)F)c1)C1CCCN(C(=O)Cn2cncn2)C1 (configuration not stated)
→ 21.4%, 4.3, 6.0%, 13.4*, 0.2%, -28.3%, 1.8%
CC1=NN(C(=O)COc2ccccc2)C(O)(c2cccnc2)C1 (configuration not stated)
→ 9.4%, 9.6, 5.7%, 1.0, -5.1%, ?, 2.9%
COc1ccc(NC(=O)CN(C)C(=O)CCc2nc3cc(S(=O)(=O)N4CCOCC4)ccc3n2C)cc1
→ -0.7%, ., ., ., 3.7%, 4.1%, -6.5%
Cn1c(C(=O)O)c(CC(=O)Nc2ccc3c(c2)OCCO3)c2ccccc21
→ -27.6%, 147.3*, -0.4%, 63.5*, 1.9%, 59.5%[activator], 133.6%[activator]
C=CCn1c(-c2ccc(OC)cc2)csc1=Nc1c(C)n(C)n(-c2ccccc2)c1=O
→ ?, -22.3, 4.7%, -3.7, -4.9%, 14.7µM*, .
CC(=O)c1cccc(-n2nnnc2SCC(=O)NNC(=O)C2CCCCC2)c1
→ -11.3%, -11.2, -4.0%, 0.1, 4.7%, -4.3%, 10.3%
COc1ccc(C(C)=O)cc1CS(=O)(=O)CC(=O)NCCc1c[nH]c2ccccc12
→ 12.6%, ., ., ., 0.5%, 10.4µM*, 5.22µM*
Cc1ccc(Cl)cc1NC(=O)CC(O)(C(F)(F)F)C(F)(F)F
→ 22.4µM*, 2.0, -5.1%, 2.0, -5.8%, 24.3%, ?
O=c1[nH]c(-c2ccc(Cl)cc2)cs1
→ ?, 11.8, 0.5%, 6.5, -3.8%, 25.1%, 15.2%
CCc1cc(=O)oc2cc(C)cc(OC(=O)c3ccco3)c12
→ -20.9%, -7.6, -0.1%, 5.3, 2.8%, ., 9.1%
COc1ccc(CN(C)C(=O)C2CC(=O)N(c3ccc4c(c3)OCCO4)C2)c(OC)c1 (configuration not stated)
→ ?, ., ., ., 2.1%, 6.57µM*, ?
CCCn1c(CCc2ccccc2)n[nH]c1=S
→ -13.7%, 25.0, ?, -4.2, ?, ?, 9.2%
COc1ccccc1C(=O)N/C(=C/c1ccc(Br)cc1)C(=O)NCCO
→ 9.6%, 51.3, -1.4%, 7.2, 1.3%, 15.2%, -5.1%
CC(=O)NCCc1nc2ccccc2n1Cc1cc(C)ccc1C
→ -8.9%, -4.7, 5.0%, 5.9, 4.5%, ?, ?
Cc1cccc2cc(CN(CC3CCCO3)C(=O)c3ccco3)c(=O)[nH]c12 (configuration not stated)
→ 14.0%, -11.2, 2.2%, -5.6, -15.9%, ?, -3.2%
Cc1nc2c(C(=O)NCc3cccs3)cnn2c(C)c1Cc1ccccc1
→ -1.1%, -12.1, 0.2%, -6.0, ., ?, ?
Cn1c(SCC(=O)NC2CCCCC2)nnc1-c1ccccc1F
→ 2.4%, 5.2, 0.2%, -11.0, -1.4%, -23.5%, -6.1%
CCc1ccc(N(C(=O)c2csnn2)C(C(=O)NC(C)(C)CC)c2ccccn2)cc1 (configuration not stated)
→ 2.7%, -13.2, -1.1%, 8.9, -7.7%, 0.0%, -15.6%
COC(=O)COc1ccc(S(=O)(=O)NCCC2=CCCCC2)cc1C
→ 10.1%, 11.9, 2.1%, 9.6, 2.4%, 119.5%[activator], -3.2%
COc1ccc(/C=N/NC(=O)Nc2cccc3nsnc23)cc1OC
→ 5.62µM*, 7.0, 0.2%, -2.8, -1.2%, 11.6%, 15.4%
Cc1ccc(C(=O)Nc2ccncc2)c(C)c1
→ ?, 17.9, -5.8%, 8.9*, -2.8%, ?, -22.8%
COc1ccc(CNC(=O)C2CCCN2C(=O)NC2CCCCC2)cc1 (configuration not stated)
→ 3.6%, -12.8, 5.8%, -5.3, 6.7%, -6.9%[5.75 µM], .
Cc1ccccc1Cn1cc(CCC(=O)N2CCOCC2)c2ccccc21
→ 7.3%, 21.4, -1.5%, 9.6, 0.5%, -10.3%, ?
Cc1ccccc1NC(=O)Cc1cccs1
→ 1.4%, 7.2, 0.4%, 7.9, 2.8%, 14.4%, 8.0%
O=C(NCc1ccccc1)c1cccn(Cc2ccccc2)c1=O
→ -21.5%, -11.5, -1.9%, -5.1, 0.0%, -1.0%, -19.2%[0.00184 µM]
COc1ccccc1CC(=O)N1CCCC(CCC(=O)NCc2ccccc2F)C1 (configuration not stated)
→ -11.6%, 23.9, 0.5%, 6.9, -9.2%, 0.8%, -3.4%
COC(C/C=C/[C@H](O)COCc1ccccc1)OC
→ 2.9%, 10.9, -6.1%, -0.7, 3.1%, 49.3%[activator], -13.2%

Three compounds from above, arranged by number of heavy atoms, lowest first:
Each structure is followed by: HCV inhibitor, Shiga inhibitor, LmPK inh, Cycloheximide cs, Tb PYK inh, Pf growth 96h, Pf growth 48h
Cn1c(SCC(=O)NC2CCCCC2)nnc1-c1ccccc1F
→ 2.4%, 5.2, 0.2%, -11.0, -1.4%, -23.5%, -6.1%
COc1ccc(C(C)=O)cc1CS(=O)(=O)CC(=O)NCCc1c[nH]c2ccccc12
→ 12.6%, ., ., ., 0.5%, 10.4µM*, 5.22µM*
COc1ccc(NC(=O)CN(C)C(=O)CCc2nc3cc(S(=O)(=O)N4CCOCC4)ccc3n2C)cc1
→ -0.7%, ., ., ., 3.7%, 4.1%, -6.5%

Of the compounds above, two have a nitro group on carbon:
Each structure is followed by: HCV inhibitor, Shiga inhibitor, LmPK inh, Cycloheximide cs, Tb PYK inh, Pf growth 96h, Pf growth 48h
O=[N+]([O-])c1cccc(S(=O)(=O)N2CCCC2)c1
→ 23.8%, -17.9, 5.7%, 11.8, 3.3%, -5.3%, 6.6%
O=[N+]([O-])c1ccc(O)c(NC(=S)Nc2ccccc2)c1
→ -9.7%, 44.7, -3.6%, 37.2*, -12.5%, ., 62.0%[activator]

Compound activity as filed in PubChem.
